Screens from PubChem.
PGC1a acetyl inh – modulators of PGC1a acetylation; U2OS PGC1a acetylation, AlphaScreen anti-acetyl-lysine; with virally co-expressed GCN5 acetyltransferase; 350,000 compounds, 0.17% hits; inhibition, % at 15.6 µM; AID 651687;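 active means every replicate shows inhibition of at least 40%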;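 further: 0% = neutral control wells and 100% = positive control wells; some results beyond the cut were filed as inactive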
EWS-Fli block – blocks EWS/Fli oncoprotein-driven transcription. A673 NR0B1-luciferase reporter, viability-normalised. inhibition, % at 12.6 µM. 350,000 compounds, 0.67% hits;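 active means mean inhibition of at least 50% after viability correction, with every replicate also passing that limit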;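 further: firefly luciferase signal divided by Alamar Blue viability fluorescence both relative to DMSO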
Casp6 inh – inhibitors of human caspase-6. inhibition, % at 12.5 µM. AID 686996. purified caspase-6, Z-VEID-R110 cleavage fluorescence. 350,000 compounds, 0.53% hits;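 active means mean inhibition across replicates at least about 35%, with every replicate also reaching that limit, limit read from the data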;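 further: 0% = median of neutral control wells and 100% = no fluorescence left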
Target sequence (P55212 24-179 limits assumed): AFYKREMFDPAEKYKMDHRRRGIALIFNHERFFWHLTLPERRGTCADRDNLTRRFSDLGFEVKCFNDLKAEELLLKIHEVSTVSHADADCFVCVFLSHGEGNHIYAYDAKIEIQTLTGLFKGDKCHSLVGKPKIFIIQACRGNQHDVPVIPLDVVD
Target sequence (P55212 194-293 limits assumed): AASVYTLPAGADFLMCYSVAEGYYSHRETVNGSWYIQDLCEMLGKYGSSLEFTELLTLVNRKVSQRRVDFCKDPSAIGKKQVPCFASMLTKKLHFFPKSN
Cneo AK release – Cryptococcus neoformans lysis via adenylate kinase release; C. neoformans lysis, adenylate kinase release luminescence, 4 h; normalised: neutral wells 0, clomiphene wells 100; lysis activity, % at 15 µM; 360,000 compounds, 0.2% hits;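 active means mean lysis activity across replicates of at least 80%, whatever share of replicates individually reach that level; inactive means mean lysis activity below 80%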
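Assay system: log-phase C. neoformans yeast / Quantity: yeast cell density of 5 × 10^6 cells/mL / Medium: fresh YPD growth medium / Compound: single dose / Timing: static 4 h at 37 °C with compound, 1 h detection / Measured by: adenylate kinase release luminescence / Read-out: lysis from increased AK signal / Benchmarks: Clomiphene as positive lysis control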
PAX8 reporter – lowers PAX8-driven luciferase in RMG-I cells. RMG-I TPO-luciferase reporter, SteadyGlo, 24 h. inhibition, % at 12.6 µM. 360,000 compounds, 1.2% hits. AID 652154;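 active means mean replicate inhibition at least 60% with every replicate also reaching 60%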;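 further: luciferase light reporting Pax8 driven TPO promoter activity; plate controls were median of neutral control wells for no effect and mitoxantrone controls for full effect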
FN deposition inh – fibronectin deposition inhibition | AH1F fibroblasts, Alexa488-fibronectin deposition fluorescence, overnight | inhibition, % at 12.6 µM | 350,000 compounds, 0.086% hits | AID 743247;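 active means mean inhibition across replicates of 30% or more, regardless of how many single replicates reach that level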;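 further: positive control wells lacked labelled fibronectin entirely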
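Material – AH1F fibroblast monolayer, labelled fibronectin deposition · Reagent – labelled fibronectin 24 nM · Timing – 1 h adhesion, overnight exposure · Measured by – fluorescence at 485 nm excitation, 525 nm emission · Read-out – inhibition of fibronectin deposition signal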
LGR2 antag – inhibitors of bursicon-induced Drosophila LGR2 receptor cAMP signaling. HEK293 LGR2, CRE-luciferase, bursicon-stimulated, 4 h. inhibition, % at 9.99 µM. 380,000 compounds, 0.35% hits. AID 720647;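 active means drop in luminescence signal, shown as inhibition above about 50% in the replicate tests, limit read from the data, passing the limit was not always enough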;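 further: agonist challenge used bursicon conditioned medium at about half maximal strength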
miR-122 sensor – inhibitors of miR-122 in Huh7 cells. 340,000 compounds, 0.3% hits. Huh7 miR-122 Renilla luciferase sensor, 48 h; neutral wells = 0, positive control = 100. activation (reporter increase), % at 12.5 µM;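 active means mean replicate activation score at least 90 and every replicate individually at or above 90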;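 further: higher luciferase means less miR-122 activity so hits act as miR-122 inhibitors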
* marks the source's active call; other numbers are inactive results; nt = no result given; & = joins results of further samples; [ ] = another dose, or the depositor's remark.

1	C[C@H](O)C#Cc1cnc2c(c1)C(=O)N([C@H](C)CO)C[C@H](C)[C@H](CN(C)C(=O)CC1CC1)O2
2	O=C(COC(=O)C1CCN(S(=O)(=O)c2ccc3c(c2)OCCO3)CC1)NC1CCS(=O)(=O)C1 (configuration not stated)
3	O=C(N[C@@H](Cc1c[nH]c2ccccc12)C(=O)O)C1CCN(S(=O)(=O)c2cccs2)CC1
4	O=S(=O)(c1ccc(F)cc1)N1CCN(c2ccc(F)cc2)CC1
5	Cc1cc(C)cc(NC(=O)CCN2CCCC2)c1
6	CS(=O)(=O)N(CC(=O)N1CCCC1)c1cc(Cl)c(Cl)cc1Cl

entry no. | 1 | 2 | 3 | 4 | 5 | 6
PGC1a acetyl inh | -1 | 2 | 3 | 10 | -4 | -6
EWS-Fli block | -4 | 2 | 0 | 7 | -3 | -4
Casp6 inh | -1 | -3 | -2 | 3 | -1 | 4
Cneo AK release | 20 | 4 | 1 | 9 | -1 | 0
PAX8 reporter | nt | nt | 11 | 19 | -7 | nt
FN deposition inh | -9 | -1 | 0 | -2 | -16 | nt
LGR2 antag | 7 | 6 | 2 | 1 | 6 | 18
miR-122 sensor | -1[16.7 µM] | -3 | 7 | 1 | 3 | 12

7	CCN(c1ccccc1)S(=O)(=O)c1ccc(Cl)c(C(=O)NCC2CCCO2)c1 (configuration not stated)
8	O=C(Nc1ccc2c(c1)[C@H]1C[C@@H](CC(=O)N3CCOCC3)O[C@@H](CO)[C@H]1O2)C1CCC1
9	Cc1cc(C(=O)Nc2cccc3c2O[C@H](CN(C)C(=O)Nc2ccc4c(c2)OCO4)[C@@H](C)CN([C@@H](C)CO)C3=O)n(C)n1
10	COc1ccc(NS(=O)(=O)c2cccc3cccnc23)cc1
11	O=C1c2ccc(Br)cc2C(=O)N1c1ccc(Cc2ccncc2)cc1
12	COc1ccc(NC(=O)N(C)C[C@@H]2Oc3ccc(NS(C)(=O)=O)cc3C(=O)N([C@@H](C)CO)C[C@H]2C)cc1

entry no. | 7 | 8 | 9 | 10 | 11 | 12
PGC1a acetyl inh | nt | 1 | 5 | -8 | 1 | -10
EWS-Fli block | 1 | -3 | -2 | nt | 4 | -7
Casp6 inh | 0 | nt | 1 | nt | 1 | -1
Cneo AK release | nt | 1 | -2 | -2 | nt | -3
PAX8 reporter | -27 | -1 | nt | nt | -16 | nt
FN deposition inh | 3 | 7 | 15 | -2 | nt | -4
LGR2 antag | nt | 6 | -3 | nt | 0 | 9
miR-122 sensor | -1 | -1[16.7 µM] | -8[16.7 µM] | 40 | nt | -8[16.7 µM]

Pulled by compound from above (3):
7	CCN(c1ccccc1)S(=O)(=O)c1ccc(Cl)c(C(=O)NCC2CCCO2)c1 (configuration not stated)
11	O=C1c2ccc(Br)cc2C(=O)N1c1ccc(Cc2ccncc2)cc1
9	Cc1cc(C(=O)Nc2cccc3c2O[C@H](CN(C)C(=O)Nc2ccc4c(c2)OCO4)[C@@H](C)CN([C@@H](C)CO)C3=O)n(C)n1

entry no. | 7 | 11 | 9
PGC1a acetyl inh | nt | 1 | 5
EWS-Fli block | 1 | 4 | -2
Casp6 inh | 0 | 1 | 1
Cneo AK release | nt | nt | -2
PAX8 reporter | -27 | -16 | nt
FN deposition inh | 3 | nt | 15
LGR2 antag | nt | 0 | -3
miR-122 sensor | -1 | nt | -8[16.7 µM]

Additional compounds follow:
13	C[C@H](CO)N1C[C@H](C)[C@@H](CN(C)S(=O)(=O)c2ccc(F)cc2)Oc2ccc(NC(=O)C3CCCCC3)cc2C1=O
14	O=C(COC(=O)c1ccc[nH]c1=O)NC1CCCCCC1
15	O=S1(=O)C[C@H](N2CC[C@@H](O)C2)[C@@H](COCc2ccccc2)N1
16	COc1cccc(S(=O)(=O)N2C[C@H](O)COC[C@H]3O[C@H](CC(=O)Nc4ccccc4)CC[C@@H]32)c1
17	CN(C)C(=O)c1nnsc1Sc1ccc(Cl)cc1
18	COC(=O)[C@@H]1[C@@H](CO)[C@@H]2Cn3c(ccc(-c4ccc(OC)cc4)c3=O)[C@@H]2N1C

entry no. | 13 | 14 | 15 | 16 | 17 | 18
PGC1a acetyl inh | 6&53 | nt | 13 | 3 | nt | nt
EWS-Fli block | 33&3 | -2 | 5 | -6 | -42 | -2
Casp6 inh | 0&-4 | 1 | 1 | 1 | nt | 7
Cneo AK release | 3&1 | nt | -1 | -3 | -1 | -2
PAX8 reporter | -2 | -21 | 1 | -7 | -16 | nt
FN deposition inh | -7&1 | -23 | 5 | 9 | -1 | nt
LGR2 antag | -4&4 | 17 | -6 | 11 | -14 | -9
miR-122 sensor | -5[16.7 µM] | nt | -6 | -4[16.7 µM] | -12 | nt

19	CCc1nc2c(OCCOC)cccn2c1N(C)C(=O)c1ccc(C)cc1
20	C/C(=N/NC(=O)c1ccc(Br)o1)c1ccncc1
21	CCc1ccc([C@@H]2C[C@H]3[C@@H](CN2S(=O)(=O)c2ccc(C)cc2)C(=O)C[C@@H](c2ccc(C)cc2)N3S(=O)(=O)c2ccc(C)cc2)cc1
22	N#CCCNS(=O)(=O)c1ccc(C(=O)OCC2CCCCC2)cc1
23	CN1OC[C@@H]2CN(S(=O)(=O)c3cc(Cl)cc(Cl)c3)[C@H](c3ccc(-c4ccc(C#N)cc4)cc3)C[C@@H]21
24	Cc1cc(Cl)ccc1NC(=O)CCC(=O)N/N=C/c1cc([N+](=O)[O-])ccc1O

entry no. | 19 | 20 | 21 | 22 | 23 | 24
PGC1a acetyl inh | nt | nt | -2 | nt | -3 | nt
EWS-Fli block | -1 | nt | -5 | -2 | 1 | 9
Casp6 inh | 7 | nt | -4 | 0 | -6 | 1
Cneo AK release | 1 | -1 | -2 | 4 | -1 | nt
PAX8 reporter | -9 | -16 | 2 | 3 | -19 | 19
FN deposition inh | 1 | 2 | -1 | 5 | 19 | nt
LGR2 antag | 19 | -8 | -3 | 9 | 2 | 41
miR-122 sensor | -3 | -4 | -2 | -3 | -4 | nt

25	CCC(=O)N(C)C[C@@H]1Oc2cc(-c3cccc(C#N)c3)ccc2S(=O)(=O)N([C@@H](C)CO)C[C@H]1C
26	O=C(CCN1CCN(CCO)CC1)Nc1ccc(OCc2ccccc2)cc1
27	O=C(CCNC(=O)N1CC(=O)Nc2ccccc21)NCc1ccccc1Cl
28	COCC(=O)Nc1ccc2c(c1)OC[C@H](C)N(Cc1ccccn1)C[C@@H](C)[C@@H](OC)CN(C)C2=O
29	c1ccc(NN(Cc2ccncc2)c2ccccc2)cc1
30	CNC(=O)c1c(NC(=O)c2ccc(N3C(=O)CCC3=O)cc2)sc2c1CCCC2

entry no. | 25 | 26 | 27 | 28 | 29 | 30
PGC1a acetyl inh | 10 | -8 | nt | -13 | nt | -26
EWS-Fli block | 6 | nt | -7 | -8 | 1 | 5
Casp6 inh | -2 | nt | -3 | 1 | 1 | 6
Cneo AK release | 3 | -6 | 1 | 2 | -1 | 1
PAX8 reporter | nt | nt | 0 | 7 | 6 | 6
FN deposition inh | 2 | -14 | 2 | 3 | -3 | -4
LGR2 antag | -22 | nt | -6 | 0 | -18 | -7
miR-122 sensor | 1[16.7 µM] | 15 | 8 | nt | 7 | -7

31	COCC(=O)N1CC[C@@H]2[C@H]1c1cc(-c3cccc(F)c3)ccc1N(C)[C@@H]2CO
32	C[C@@H]1CN([C@H](C)CO)C(=O)c2cc(-c3ccc(F)cc3)cnc2O[C@@H]1CN(C)C(=O)c1ccccc1F
33	COc1ccc(-c2nc3c4ccccc4[nH]c(=O)n3n2)cc1
34	OC(CCN1CCCC1)(c1ccccc1)C1CCCCC1 (configuration not stated)
35	C[C@@H]1CN([C@@H](C)CO)C(=O)Cc2cc(NS(=O)(=O)c3cccs3)ccc2O[C@@H]1CN(C)Cc1ccc2c(c1)OCO2
36	COc1ccc(-c2nn(-c3ccccc3)cc2/C=C/C(=O)OCC(=O)Nc2cccc(C#N)c2)cc1

entry no. | 31 | 32 | 33 | 34 | 35 | 36
PGC1a acetyl inh | -6 | 4 | -14 | -4 | 6 | nt
EWS-Fli block | -1 | -4 | nt | -1 | -1 | nt
Casp6 inh | 1 | 2 | nt | 1 | 3 | nt
Cneo AK release | -2 | -3 | -1 | 1 | 53 | nt
PAX8 reporter | 7 | nt | -97 | -11 | 5 | -14
FN deposition inh | 5 | -3 | -2 | 7 | nt | -8
LGR2 antag | 15 | -1 | nt | -1 | -11 | 1
miR-122 sensor | 1[16.7 µM] | -7[16.7 µM] | 10 | -7 | 0[16.7 µM] | 0

37	CCOC(=O)c1ccc(N[C@@H]2CCN3C(=O)c4ccccc4[C@@H]3C[C@H]2O)cc1
38	Nc1nnn(CC(=O)N/N=C/c2ccc(Cl)cc2Cl)n1
39	C[C@@H]1CCCCO[C@@H](CN(C)Cc2ccc(Cl)c(Cl)c2)[C@@H](C)CN([C@H](C)CO)C(=O)c2cc(N(C)C)ccc2O1
40	COc1ccc(S(=O)(=O)Nc2ccc(NC(C)=O)cc2)cc1OC
41	CN(C)c1nc2c(cnn2C)c(=O)[nH]1
42	Cc1ccc(Cn2c(N)nc3ccccc32)cc1

entry no. | 37 | 38 | 39 | 40 | 41 | 42
PGC1a acetyl inh | nt | 0 | -7 | 14 | 1 | -6
EWS-Fli block | 9 | -6 | nt | nt | -33 | 15
Casp6 inh | 1 | -4 | 0 | nt | -3 | -6
Cneo AK release | -2 | 3 | 19 | -3 | 0 | 0
PAX8 reporter | 2 | -3 | -11 | nt | -1 | 27
FN deposition inh | 0 | -1 | nt | -2 | nt | -8
LGR2 antag | 0 | 14 | 28 | -8 | 20 | 8
miR-122 sensor | nt | 5 | 0[16.7 µM] | 19 | -3 | -2

43	Cc1ccc(C2=NS(=O)(=O)N(C)C(C(=O)NCc3ccco3)=C2)cc1
44	COCC(C)NC(=O)/C(=C/c1ccccc1)c1ccccc1 (configuration not stated)
45	O=C(c1[nH]c(C(F)(F)F)nc1-c1ccccc1)N1CCOCC1
46	CC(NC(=O)c1ccc(Br)o1)C1CC2CCC1C2 (configuration not stated)
47	O=C(COC(=O)c1cncc(Br)c1)NCc1ccc2c(c1)OCO2
48	O=C(/C=C/c1cccc([N+](=O)[O-])c1)Nc1cccc(NC(=O)c2ccco2)c1

entry no. | 43 | 44 | 45 | 46 | 47 | 48
PGC1a acetyl inh | nt | -9 | 6 | -4 | -5 | nt
EWS-Fli block | 3 | 2 | -9 | nt | -5 | -4
Casp6 inh | -2 | -1 | 1 | -2 | 1 | 0
Cneo AK release | -2 | nt | -1 | -1 | -3 | nt
PAX8 reporter | 17 | -2 | -8 | 15 | 7 | 7
FN deposition inh | 3 | 7 | 9 | nt | nt | 5
LGR2 antag | 21 | 24 | -1 | -5 | -1 | 32
miR-122 sensor | nt | 20 | -1 | -2 | -4 | nt

49	CC(C)C[C@@H](C(=O)O)N(Cc1cccc(CN([C@@H](CC(C)C)C(=O)O)S(C)(=O)=O)c1)S(C)(=O)=O
50	O=S(=O)(Nc1cccc(Oc2cnccn2)c1)c1ccc(F)cc1
51	Cn1ccsc1=NC(=O)c1ccc(S(C)(=O)=O)cc1
52	CCCC#Cc1cnc2c(c1)C(=O)N([C@H](C)CO)C[C@@H](C)[C@@H](CN(C)C(=O)CN1CCOCC1)O2
53	O=C(CSc1nc2[nH]ncc2c(=O)[nH]1)Nc1ccc(OC(F)(F)F)cc1

entry no. | 49 | 50 | 51 | 52 | 53
PGC1a acetyl inh | -4 | 3 | nt | 1 | nt
EWS-Fli block | -12 | -8 | -55 | -6 | 9
Casp6 inh | -1 | 1 | 0 | -1 | 1
Cneo AK release | -1 | -1 | 0 | nt | nt
PAX8 reporter | -9 | 8 | -67 | -13 | -20
FN deposition inh | 1 | 6 | 1 | 0 | -9
LGR2 antag | -2 | -2 | 1 | 10 | 33
miR-122 sensor | -4 | 4 | -5 | nt | nt

Compounds as they come. About 2.5% of those tested had a hit in this group.
